High-throughput results: PubChem BioAssay, National Center for Advancing Translational Sciences (NCATS)
GLP1R cytotox: cytotoxicity counter-screen for GLP-1 receptor inverse agonists; HEK293 cAMP-luciferase reporter cells, luminescence, 24 h; Potency, µM (highest dose often 38.3 µM), inactives show at the highest dose activity change, negative = inhibition, most hits filed as inhibitors; hit rate 0.13% among 410,000;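 note: loss of luciferase light is scored as toxicity; potency is the fitted concentration of half-maximal effect; % is set by controls: 0 for no effect and ±100 for the full control effect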
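To flag toxic compounds, the library was rerun on cells for 24 hr at 37 deg C and 5% CO2. Viability-linked luminescence was captured 12 min after adding luciferase detection reagent.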
EPAC1 antag: blocks human EPAC1 exchange factor; O95398; EPAC1 GEF assay, Rap1b-BODIPY-GDP exchange fluorescence; Potency, µM (series often up to 115 µM), without a hit: at the top dose activity change, negative = inhibition, hits mostly inhibitors; hit rate 0.14% among 360,000;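 note: potency is the fitted concentration of half-maximal effect; plate controls were vehicle for no effect and positive control for full effect; nearly all actives have a fitted effect of over 50% in size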
PTHR1 ag: activates the human parathyroid hormone receptor PTHR1 | Q03431 | HEK293 GP2 PTHR1 cells, GloSensor cAMP luminescence, 1 h | Potency, µM (highest dose often 115 µM), for inactives: top-dose activation, most hits filed as activators | hit rate 0.075% among 410,000 | AID 743266; note: potency is the fitted concentration of half-maximal effect; nearly all actives have a fitted effect of over 55% in size; some results filed as inactive show a strong effect at the top dose; inactives centre near -15; many of its hits are not listed in these tables
Target sequence (Q03431 whole entry, looked up): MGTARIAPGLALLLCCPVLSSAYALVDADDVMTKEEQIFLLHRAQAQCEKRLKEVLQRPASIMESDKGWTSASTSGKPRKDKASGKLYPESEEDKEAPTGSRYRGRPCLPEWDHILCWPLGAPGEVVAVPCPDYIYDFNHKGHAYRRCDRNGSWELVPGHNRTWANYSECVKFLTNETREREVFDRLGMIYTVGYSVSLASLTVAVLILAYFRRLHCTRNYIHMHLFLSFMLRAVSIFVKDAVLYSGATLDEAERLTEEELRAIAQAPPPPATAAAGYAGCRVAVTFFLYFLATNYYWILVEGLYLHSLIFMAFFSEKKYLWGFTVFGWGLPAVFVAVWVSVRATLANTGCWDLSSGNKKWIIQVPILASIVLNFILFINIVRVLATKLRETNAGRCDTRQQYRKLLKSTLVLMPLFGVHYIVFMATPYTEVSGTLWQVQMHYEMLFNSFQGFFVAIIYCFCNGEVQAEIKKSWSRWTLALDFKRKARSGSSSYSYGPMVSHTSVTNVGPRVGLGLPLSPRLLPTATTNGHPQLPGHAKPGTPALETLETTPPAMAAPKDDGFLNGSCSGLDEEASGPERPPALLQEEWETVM
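HEK-293-derived GP2 cells expressing PTHR1 and a GloSensor cAMP reporter, 3,000/well, plated overnight, given luciferin plus IBMX (each 0.5 mM as added) for 1 h at 37 °C, then compound for 1 h at 37 °C. Luminescence was read after 15 min at room temperature.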
EPAC1 ag: activates human EPAC1 exchange factor. hit rate 0.073% among 360,000. EPAC1 agonist qHTS, biochemical assay; response scale: 100% = response to 6.5 mM cAMP. Potency, µM (highest dose often 154 µM), for the others: top-dose activation, actives largely listed as activators; note: potency is the fitted concentration of half-maximal effect; nearly all actives have a fitted effect of over 60% in size
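Compounds were pinned as a concentration titration into mixtures of EPAC1 (100 nM), BODIPY-GDP-loaded Rap1B (250 nM) and GDP (50 uM). After 5 min at room temperature, fluorescence was followed for 30 min; activity was scaled to 6.5 mM cAMP.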
IL2 activator: IL-2 activation. IL-2 activation reporter assay, cell-based qHTS; stimulated with anti-CD3/CD4/CD28 beads; in transgenic mouse T cells. activation, % (series mostly up to about 46 µM). hit rate 0.065% among 360,000. AID 652025; in the data active = activation above about 50%; inconclusive = mostly about 30% to 49%; note: 0% is about no effect
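Readout is EGFP and DsRed signal by fluorescent plate cytometry after 18 h at 37 degrees C. Transgenic mouse T cells (750/well) received compound for 60 min before bead stimulation (anti-CD3, anti-CD4, anti-CD28); memory T cells served as non-tolerant control.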
GLP1R ag: agonists of human GLP-1 receptor | P43220 | HEK293 GLP-1R CRE-luciferase, luminescence, 4-6 h; cells express a hypersensitive GLP-1R form | Potency, µM (doses to about 45.6 µM), for inactives: at the highest dose activation, usual class: activators | hit rate 0.007% among 380,000; note: potency is the fitted concentration of half-maximal effect; % of control where 0% means no effect
Target sequence (P43220 whole entry, looked up): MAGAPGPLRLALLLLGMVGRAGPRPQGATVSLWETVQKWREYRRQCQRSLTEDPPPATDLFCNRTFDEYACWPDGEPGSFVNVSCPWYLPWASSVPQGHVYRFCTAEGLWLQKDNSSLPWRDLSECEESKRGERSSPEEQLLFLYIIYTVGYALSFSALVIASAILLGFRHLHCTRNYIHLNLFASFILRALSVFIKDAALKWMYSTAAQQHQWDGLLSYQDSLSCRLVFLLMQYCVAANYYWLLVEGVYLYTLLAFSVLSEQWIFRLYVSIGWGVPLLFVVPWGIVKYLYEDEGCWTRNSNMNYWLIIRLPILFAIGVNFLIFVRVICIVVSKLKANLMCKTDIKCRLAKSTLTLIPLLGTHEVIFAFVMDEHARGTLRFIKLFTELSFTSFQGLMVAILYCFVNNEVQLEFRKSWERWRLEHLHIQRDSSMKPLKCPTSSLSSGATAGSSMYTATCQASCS
PI5P4Ka inh: blocks human PI5P4K alpha kinase activity | PI5P4Kalpha enzyme, ADP-Glo luminescence, 60 min; stronger effect = lower value | max response, % | hit rate 1.2% among 330,000 | AID 652105; active = max response of -50% or lower; inconclusive = between -30% and -50%; inactive = -30% or higher; note: value at the top dose of about 77 µM; % is set by controls: 0 for no effect and ±100 for the full control effect
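Controls without substrate or without enzyme flank wells where PI5P4Kalpha converts substrate using 5 microM ATP (final). Incubation lasts 60 minutes at room temperature; ADP formed is read by ADP-Glo luminescence.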
PLK1 PBD block: blocks phosphopeptide binding to human PLK1 polo-box domain; Potency, µM, for inactives: max response, negative = inhibition, actives largely listed as inhibitors; hit rate 2.8% among 360,000; P53350; Plk1 PBD binding of FITC phosphopeptide, fluorescence polarization; note: potency is the fitted concentration of half-maximal effect; series mostly up to about 57 µM; % is set by controls: 0 for no effect and ±100 for the full control effect; nearly all actives have a fitted effect of over 65% in size
GLP-1R inv ag: inverse agonists of human GLP-1 receptor; HEK293 GLP-1R CRE-luciferase, luminescence, 24 h; GLP-1R form is constitutively active; Potency, µM (top dose mostly 38.3 µM), inactives show at the highest dose activity change, negative = inhibition, actives largely listed as inhibitors; hit rate 1.6% among 410,000; AID 624417; note: potency is the fitted concentration of half-maximal effect; % is set by controls: 0 for no effect and ±100 for the full control effect; nearly all actives have a fitted effect of over 55% in size
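Inverse agonism was detected as reduced cAMP-driven luciferase luminescence after 24 h compound treatment. The cells were HEK293 clones expressing constitutively active human GLP-1R with the reporter. Reporter-only and GPR119 cell lines served as counterscreen controls.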
* = called active by the depositor; i = inactive; ? = inconclusive; . = not tested or not shown; & = joins results of further samples; [ ] = remark or other dose. Unless noted, calls come from the whole dose curve; as a rule, active = well fitted curve in the direction sought with a large enough effect; inconclusive = small, poorly fitted or top-dose-only effect, or another doubt; inactive = no such curve, though single readings can be large; an effect the other way counts as inactive or inconclusive.

no. | mol | GLP1R cytotox | EPAC1 antag | PTHR1 ag | EPAC1 ag | IL2 activator | GLP1R ag | PI5P4Ka inh | PLK1 PBD block | GLP-1R inv ag
1 | O=C(CNC(=O)c1ccccc1)OCC(=O)N1N=C(c2ccc(Cl)cc2)CC1c1ccco1 (stereo not given) | -1% | -5% | i | 7% | 0.2 | 0% | -6 | ? | 16%
2 | O=C(CSc1nc2c(cnn2-c2ccccc2)c(=O)[nH]1)NCC1CCCO1 (stereo not given) | -3% | -1% | i | -4% | -0.3 | 2% | 0 | 1% | 7%
3 | O=C(Cn1c(=O)c2c(ncn2Cc2ccccc2)n(Cc2ccccc2)c1=O)N1CCc2ccccc21 | -3% | -2% | i | 5% | -1.4 | -4% | . | -4% | -9%
4 | CC1=CC(C)(C)NC(=S)N1c1cccc(C)c1 | ? | -23%&11% | -10% | -8%&-8% | -0.4&-3.2 | 7%&5% | 2 | -1%&3% | ?
5 | CC(C)C(=O)NC(=S)Nc1ccccn1 | -2% | -3% | -5% | 1% | -1.8 | 4% | 8 | 0% | 6%
6 | COc1cc(S(=O)(=O)N2CCN(Cc3ccc4c(c3)OCO4)CC2)c(C)cc1C | 8% | ? | -81%[inhibitor] | -7% | -4.1 | 16% | 14 | -11% | ?
7 | CCN1C(=O)[C@H]2[C@@H](c3ccc(C)cc3)N3C(=O)N(c4cccc(C)c4)C(=O)[C@@]3(Cc3ccccc3)[C@H]2C1=O | 1% | 0% | i | -20% | -2.8 | -4% | 11 | -14% | -13%
8 | CC1CCN(Cc2ccc(-c3nn[nH]n3)cc2)CC1 | -1% | 9% | -12%[57.5 µM] | -9% | -0.2 | 1% | 0 | 0% | 0%
9 | CCOC(=O)C1CCCN(C(=S)NC2CCCC2)C1 (stereo not given) | -4% | 0% | i | -5% | -2.5 | 4% | -1 | -3% | -28%
10 | CCCCn1c(N)c(N(CCOC)C(=O)CCNC(=O)c2ccccc2Cl)c(=O)[nH]c1=O | -3% | -18% | i | -4% | -0.3 | 7% | 1 | -3% | -4%
11 | CC(C)(C)C(=O)NC1CC2CCCC(C1)N2C(=O)Nc1ccc(Cl)cc1 (stereo not given) | -6% | -16% | -31% | 0% | -0.1 | -6% | -5 | -2% | 4%
12 | CC(C)(C)c1csc(N/N=C/c2cccnc2)n1 | 8% | -13% | -45%[inhibitor] | 9% | 1.1 | 14% | -8 | -17% | -29%
13 | O=C(Nc1cccc(-c2nc3ccccc3[nH]2)c1)c1ccc(C(=O)Nc2cccc(-c3nc4ccccc4[nH]3)c2)cc1 | -2% | ? | i | 3% | 2.7 | 10% | -29 | -3% | 36%[activator]
14 | COC(=O)[C@]1(C)N[C@H](CN(C)C(=O)c2ccc(F)cc2)[C@@H]2C(=O)N(Cc3ccccc3)C(=O)[C@@H]21 | -4% | 20% | -17% | -18% | -0.1 | 0% | 0 | -5% | 2%
15 | Cc1ccc(C)c(N2CCN(C(=O)CCCOc3cc(=O)n(C)c4ccccc34)CC2)c1 | ? | -7% | -38%[inhibitor][57.5 µM] | 11% | 1.3 | -15% | . | 1% | -4%
16 | Cc1nc2ccccn2c1C(=O)CSc1ccccc1Cl | 8% | -20% | -29% | 22% | -4.5 | 7% | 16 | -15% | ?
17 | Cc1cc(C)nc(NC(=O)c2cccc(Br)c2)n1 | -5% | -9% | ? | 1% | -1.7 | -7% | -4 | -21% | -14%
18 | O=[N+]([O-])c1ncccc1OCc1ccc(-c2ccccc2)cc1 | 3% | -28% | -3% | -1% | -1.1 | 16% | -3 | 4% | -3%
19 | COc1ccc(-c2ccc(CN3C(C(C)C)C(=O)N(Cc4cn(CC5CCCCC5)nn4)CCS3(=O)=O)cc2)cc1 (stereo not given) | -11% | -10% | -17% | -1% | -2.1 | -3% | 9 | -10% | ?
20 | CCCCCCCCC(=O)NC(NC(=S)N1CCOCC1)C(Cl)(Cl)Cl (stereo not given) | ? | -14% | i | 0% | -0.7 | -2% | . | -9% | ?
21 | O=C(O)c1ccccn1 | 1% | -2% | -6% | -12% | 2.2 | -1%&0% | 4 | -10% | 11%
22 | CC(C)(C)c1ccc(C(=O)CSc2ncn[nH]2)cc1 | ? | -21% | ? | 7% | -3.3 | -16% | . | 20µM* | -10%
23 | Cc1cccc(Nc2nc(NCC3CCCO3)nc(N)c2[N+](=O)[O-])c1 (stereo not given) | 10% | -11% | -4% | -7% | -2.4 | 15% | 6 | -1% | -7%
24 | O=C(OCC(=O)N1CCc2ccccc21)c1ccc(Br)o1 | 1% | -2% | -1% | -13% | -0.2 | 7% | 4 | -4% | -11%
25 | COc1ccccc1/C=N/NC(=O)Cn1cnc([N+](=O)[O-])n1 | 10% | 14% | i | 3% | -4.1 | 3% | -6 | -4% | 8%
26 | COc1ccc(-c2cc(O)cc(O)c2)cc1 | 7% | -29% | i | 11% | -0.5 | 4% | -10 | -13% | 22%
27 | Cc1c(C=O)c(C=O)c(C)n1Cc1ccccc1 | -38% | -12% | -22% | -4% | -1.7 | -11% | 2 | -2% | -19%
28 | CCN1CCN(CCc2nc3cc(NC(=O)COc4ccccc4)ccc3n2C)CC1 | -10% | -1% | i | -6% | -2.8 | 3% | 2 | -15% | 1%
29 | C/C=C(\C)C(=O)NNC(=O)c1sc(-c2ccccc2)nc1C | -6% | 18% | i | -5% | -0.1 | -1% | 2 | -4% | 3%
30 | CC(CCCCCCCCC(=O)O)N(CCO)C(=O)OC(C)(C)C (stereo not given) | -27% | -26% | -2% | -6% | -0.3 | 2% | 0 | -11% | ?
31 | CCCCOc1ccccc1C1NC(=O)CCC1[N+](=O)[O-] (stereo not given) | -2% | 1% | -19% | -2% | 0.5 | 1% | 1 | 2% | 10%
32 | Cc1noc(NC(=O)c2ccccc2Cl)c1C#N | -25% | 7% | i | 14% | -0.4 | -2% | 0 | -9% | -2%
33 | CCOC(=O)c1nn(-c2ccccc2)c(C#N)c1N | 15% | -3% | i | -8% | -5.0 | 16% | -2 | -20% | 35%[activator]
34 | Cc1cc(NS(=O)(=O)c2ccc(NC(=O)CN3C(=O)NC(C)(c4ccccc4)C3=O)cc2)nc(C)n1 (stereo not given) | 3% | 0% | -20% | 5% | 4.5 | -7% | -4 | 3% | 4%
35 | CC(NCc1ccc(S(N)(=O)=O)cc1)C(=O)Nc1ccc([N+](=O)[O-])cc1Cl (stereo not given) | 18% | -6% | -9% | 0% | 2.1 | 9% | -2 | -11% | 15%
36 | Cc1cccc(C)c1OCCSc1nc2ccccc2n1CC(=O)O | 3%&-1% | -3% | i | 8% | -3.7 | 7% | 2 | -9% | 5%&-2%
37 | Cc1ccc(S(=O)(=O)N2CCCCC2)cc1C(=O)N(C)CCOc1ccccc1 | -5% | 19% | -26% | -3% | -1.5 | 16% | 1 | -11% | ?
38 | CCN(CC)S(=O)(=O)c1cccc(-c2nn(-c3ccccc3)cc2/C=C(\C#N)C(=O)NCc2ccco2)c1 | 9% | 15% | i | -2% | -1.7 | 10% | -4 | -1% | 3%
39 | CN(C(=O)C1CCC(=O)N(CCCN2CCCC2=O)C1)C(C1CC1)C1CC1 (stereo not given) | -3% | 6% | -19% | 12% | 0.3 | -5% | 3 | 1% | 1%
40 | CCCc1nc2ccc(C)cn2c1Cc1ccccc1OC | -5% | 17% | -11% | -7% | -0.8 | 3% | -6 | -1% | ?
41 | Cc1ccc(NC(=O)CN2C(=O)COc3ccc(S(=O)(=O)N4CCCC4)cc32)cc1C | -3% | -9% | -3% | 8% | -0.6 | -1% | -5 | -10% | ?
42 | COc1cccc2[nH]c3c(=O)[nH]cnc3c12 | 15% | 1% | i | 8% | -4.0 | 3% | 4 | -3% | 21%
43 | CNC(=O)NC(=O)Cn1nc2n(c1=O)-c1ccccc1SC2 | 0% | 10% | -10% | 12% | 1.5 | 9% | 2 | -17% | 24%
44 | COc1ccc(C2=Nc3ccccc3N(C(=O)c3cc(Cl)cc(Cl)c3)C2C(=O)NCc2ccccc2)cc1 (stereo not given) | -8% | 6% | -26% | -11% | 0.6 | . | -10 | -5% | ?
45 | COc1ccc(NC(=O)c2ccco2)cc1NC(=O)c1ccccc1[N+](=O)[O-] | 6%&1% | ? | -4% | 4% | -0.5 | -3% | 2 | -9% | 4%&2%
46 | CCOc1ccc(NC(=O)C2CCCN(S(=O)(=O)c3c(C)nn(C)c3C)C2)cc1 (stereo not given) | -5% | -5% | -3% | 0% | -0.1 | 1% | 5 | -6% | 3%
47 | O=C(CSc1nc(COc2ccccc2)nc2ccccc12)NC1CCCC1 | -5% | -16% | -14% | -3% | -0.9 | 12% | -17 | ? | ?
48 | CCCCCCSc1cccc(-c2nc3ccc(Cl)cn3c2NCCCC)c1 | -5%&2% | -10%&20% | -10% | -2%&-8% | 0.1&0.2 | ? | 1&-2 | 3%&-1% | 17%&9%
49 | O=C(CNC(=O)c1ccccc1F)N/N=C/c1cc(Br)ccc1OC(=O)/C=C/c1ccco1 | 0% | -19% | -5% | 10% | -1.8 | 2% | -5 | 0% | ?
50 | COc1cc(C2=CN(Cc3ccccc3)CCC2=O)cc(OC)c1OC | -12% | 1% | -2% | 0% | -1.8 | 14% | -3 | -6% | 57%[activator]

Next part:
no. | mol | GLP1R cytotox | EPAC1 antag | PTHR1 ag | EPAC1 ag | IL2 activator | GLP1R ag | PI5P4Ka inh | PLK1 PBD block | GLP-1R inv ag
51 | O=C(CNCCC1=CCCCC1)Nc1ccccc1N1CCCCCC1 | -21% | 1% | i | -8% | -0.9 | 8% | 0 | 3% | ?
52 | CCN(CC)C(=O)CSc1nnc(-c2cccnc2)n1CCc1ccccc1 | 6% | -14% | i | 8% | 0.4 | 1% | . | -8% | ?
53 | Cc1ccc(Sc2ccc(N3CCCC(C(=O)Nc4ccc(F)c(Cl)c4)C3)nn2)cc1 (stereo not given) | 6% | . | 0% | . | . | -1% | . | . | -37%
54 | O=C(NNc1ccccc1)/C(=C\c1cccnc1)NC(=O)c1ccccc1 | 0% | -7% | i | -1% | 0.2 | 8% | -4 | -3% | 3.5µM*

An excerpt. The share of hits here may be higher or lower than overall.
